# SW480 rerep: inducers of DNA re-replication in SW480 colon cancer cells. Potency, µM (titrated, usually from 46.1 µM), inactives show at the highest dose re-replication activation, most hits filed as activators. SW480 DNA re-replication, Hoechst DNA content imaging, 48 h. 340,000 compounds, 1.8% hits. AID 624297; further: potency means the concentration at half of the fitted maximal effect; % of control where 0% means no effect; nearly all actives have a fitted effect of over 55% in size
#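 Treated cells incubate 48 hr (37 C, 5% CO2), are stained 40 min with Hoechst, and nuclear fluorescence is enumerated; a rise in nuclei with high DNA signal marks re-replication.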
# IL1B secr inh: blocks inflammasome-driven IL-1 beta release. THP-1 LPS/ATP IL-1B secretion, AlphaLISA, 16 h; hits give low values. activity change, % at 57.5 µM. 360,000 compounds, 4.7% hits. AID 743279; in the data active means activity change below about -50%; inconclusive means mostly about -30% to -49%; further: on the % scale 0 is the no-effect control and ±100 the full control effect
#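 THP-1 cells pretreated 1 hr with compounds (up to 57.5 uM final), then stimulated with LPS (250 ng/mL final) plus ATP (1.25 mM final); secreted IL-1B measured by AlphaLISA after 16 hr, decreased signal indicating inhibition.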
# HepG2 tox: kills HepG2 cells in TGF-b inhibitor counter-screen | HepG2 CAGA-GFP viability, ATP luminescence, 18 h | 410,000 compounds, 0.76% hits | Potency, µM (top dose mostly 46.1 µM), inactives show at the highest dose activity change, negative = cytotoxicity, actives largely listed as cytotoxic; further: potency means the concentration at half of the fitted maximal effect; some results filed as inactive show a strong effect at the top dose
#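 HepG2 CAGA-GFP cells (1000/well, DMEM with 1% FBS) received compound, then TGF-beta at 500 pg/mL final, and were incubated 18 hours at 37 degrees C. Viability was read by CellTiter-Glo luminescence. Media-only wells were set as complete cell-killing and DMSO as no toxicity.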
# HT1080 IDH1KD tx: HT-1080 IDH1 knockdown cell toxicity (counter line); Potency, µM (top dose mostly 46.1 µM), for the others: top-dose activity, negative = toxicity, usual class: cytotoxic; HT-1080 IDH1 knockdown viability, ATP luminescence, 48 h; AID 686971; 360,000 compounds, 2% hits;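 further: potency means the concentration at half of the fitted maximal effect; 0% = DMSO wells and -100% = cell-free medium wells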
#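 Knockdown cells (IDH1KD HT-1080) received compounds 2 h after plating at 750 cells/well and were kept 48 h at 37 °C in 5% FBS RPMI. A CellTiter-Glo luminescence read gave % activity for curve fitting.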
# MCF10A rerep: inducers of DNA re-replication in MCF 10A breast cells; MCF 10A DNA re-replication, Hoechst nuclear intensity, 48 h; Potency, µM (titrated, usually from 46.1 µM), for inactives: top-dose activity, positive = re-replication, hits mostly activators; 350,000 compounds, 2.9% hits; further: potency means the concentration at half of the fitted maximal effect; % of control where 0% means no effect; nearly all actives have a fitted effect of over 50% in size
# HT1080NT lethal: kills 2HG-producing HT-1080-NT fibrosarcoma cells | HT-1080-NT fibrosarcoma viability, CellTiter-Glo ATP luminescence, 48 h | Potency, µM (doses to about 46.1 µM), for the others: at the top dose activity, negative = less viability, hits mostly cytotoxic | 360,000 compounds, 1.6% hits | AID 686970;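 further: NT is the 2HG producing partner of a matched IDH1 knockdown line; potency means the concentration at half of the fitted maximal effect; 0% = DMSO-treated cells and -100% = media-only wells without cells; nearly all actives have a fitted effect of over 55% in size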
#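 750 cells/well, RPMI + 5% FBS; 2 h settle, compound pin-transfer, 48 h at 37 degrees C. CellTiter-Glo 10 min RT, luminescence. Normalized to DMSO and media-only wells.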
# S2 tox: cell viability loss in ATXN counter-screen | S2 cells (HEK-293 line with an ATXN2-luciferase reporter) viability, CellTiter-Fluor protease fluorescence, 24 h | Potency, µM (titrated, usually from 56.7 µM), actives largely listed as cytotoxic | 400,000 compounds, 0.49% hits | AID 651635; further: potency means the concentration at half of the fitted maximal effect; nearly all actives have a fitted effect of over 40% in size
# ATXN2 expr inh: reduces ATXN2 reporter expression in HEK-293 cells. Potency, µM (top dose mostly 57 µM), for the others: at the highest dose activity change, negative = inhibition, most hits filed as inhibitors. 360,000 compounds, 0.72% hits. AID 1745845. HEK-293 ATXN2-luciferase reporter, luminescence, 24 h; further: potency means the concentration at half of the fitted maximal effect; on the % scale 0 is the no-effect control and ±100 the full control effect; nearly all actives have a fitted effect of over 55% in size
#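 qHTS (up to 57 uM final) was run with 24 h compound exposure of reporter cells at 37 °C. Each well was multiplexed: SteadyGlo luminescence measured ATXN2-luciferase expression after a fluorogenic Gly-Phe-AFC viability readout (25 uM final).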
# KB-3-1 tox: KB-3-1 parental cell cytotoxicity; KB-3-1 viability, CellTiter-Glo ATP luminescence, 72 h; Potency, µM (titrated, usually from 46.1 µM), inactives show top-dose activity change, negative = cytotoxic, actives largely listed as cytotoxic; 400,000 compounds, 1.4% hits; AID 1347075; further: potency means the concentration at half of the fitted maximal effect; on the % scale 0 is the no-effect control and ±100 the full control effect; nearly all actives have a fitted effect of over 60% in size
#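 Using CellTiter-Glo luminescence, growth of non-resistant KB-3-1 adenocarcinoma cells is assessed 72 h after pin-tool compound addition at 37 °C. Normalized responses across the concentration series yield fitted curves.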
# Active calls of the source: *; i = inactive; u = inconclusive; x = not tested or not shown; [ ] = another dose, or the depositor's remark. Unless noted, the call rests on the fitted dose curve; in most records, active means well fitted curve in the direction sought with a large enough effect; inconclusive means small, poorly fitted or top-dose-only effect, or another doubt; inactive means no such curve, though single readings can be large; an effect the other way counts as inactive or inconclusive. Compounds were not picked by outcome, and some 8.9% of all compounds hit somewhere here.
cpd	canonical_smiles	SW480 rerep	IL1B secr inh	HepG2 tox	HT1080 IDH1KD tx	MCF10A rerep	HT1080NT lethal	S2 tox	ATXN2 expr inh	KB-3-1 tox
1	Nc1c(C(=O)N/N=C/c2ccccc2Cl)oc2nc(-c3ccccc3)cc(-c3ccco3)c12	18µM*	x	-26%	2%	8.2µM*	-5%	x	-38%	u
2	CSC(=S)N/N=C(\C)c1ccccc1	u	-4	-63%	0%	-8%	-2%	i	-21%	-17%
3	CCOC(=O)CSc1nc2nc(C)cc(C)n2n1	-5%	-17	-51%	15%	8%	17%	i	-1%	0%
4	CCc1nn(CC(=O)NCCc2ccc(Cl)cc2)c(=O)c2cc3c(OC)cccc3n12	x	x	-26%	x	x	x	i	-4%	-3%
5	COc1ccc(-c2nc(CN3CCCCC3c3nccn3C)c(C)o2)c(C)c1C (configuration not stated)	u	-16	-62%	u	9%	u	u	u	-6%
6	COc1ccc(NC(=O)c2ccc(Br)c(S(=O)(=O)N3CCOCC3)c2)cc1	8%	-1	6%	-13%	-2%	-19%	i	-10%	u
7	Cc1ccc(CNC(=O)C2(C)CCN2C(=O)Cc2ccc(-c3ccccc3)cc2)cc1 (configuration not stated)	x	-11	-17%	u	x	u	u	u	0%
8	CCc1cccc(CC)c1NS(=O)(=O)c1ccc2c(c1)CCN2C(=O)C1CC1	x	x	9%	x	x	x	i	5%	-4%
9	CCOc1ccc(S(=O)(=O)c2cn(Cc3ccccc3C)c3ccc(OC)cc3c2=O)cc1	x	x	-33%	x	x	x	i	-2%	-3%
10	COc1ccc(NC(=O)CCCn2cnc3ccccc3c2=O)c(OC)c1	-9%	-19	-6%	0%	-11%	-1%	i	x	0%
11	CCC(=O)N1Cc2cc(C(=O)N(C)C)nc(-c3cccc(-c4cncnc4)c3)c2[C@@H]1CCO	x	11	x	15%	x	8%	i	6%	8%
12	Cc1ccc(NC(=S)N2CC(C)OC(C)C2)cc1C (configuration not stated)	5%	4	18%	4%	3%	3%	i	-6%	12%
13	CC(C)CCn1c(O)c(N=NC(=O)Cn2ccc(C(F)(F)F)n2)c2ccccc21	-7%	6	-4%	-4%	-2%	-1%	i	-9%	-9%
14	CCC(C)[C@H](NC(=O)NCc1cccnc1)C(=O)OC (some centres not stated)	-31%[inhibitor]	13	-6%	9%	-1%	3%	i	x	5%
15	CCOc1ccc(CN2C(=O)c3ccccc3Sc3ccc(C(=O)N4CCN(C)CC4)cc32)cc1	x	x	-53%	x	x	x	i	2%	13%

# As a short view, 2 of the compounds above.
cpd	canonical_smiles	SW480 rerep	IL1B secr inh	HepG2 tox	HT1080 IDH1KD tx	MCF10A rerep	HT1080NT lethal	S2 tox	ATXN2 expr inh	KB-3-1 tox
6	COc1ccc(NC(=O)c2ccc(Br)c(S(=O)(=O)N3CCOCC3)c2)cc1	8%	-1	6%	-13%	-2%	-19%	i	-10%	u
7	Cc1ccc(CNC(=O)C2(C)CCN2C(=O)Cc2ccc(-c3ccccc3)cc2)cc1 (configuration not stated)	x	-11	-17%	u	x	u	u	u	0%

# New compounds follow:
cpd	canonical_smiles	SW480 rerep	IL1B secr inh	HepG2 tox	HT1080 IDH1KD tx	MCF10A rerep	HT1080NT lethal	S2 tox	ATXN2 expr inh	KB-3-1 tox
16	Cc1cccc(N2CCN(C(=O)COc3ccc4c(C)cc(=O)oc4c3C)CC2)c1C	-1%	u	-19%	u	u	-29%	i	-16%	u
17	O=C(CSc1nc(-c2ccccc2)cs1)Nc1nccs1	6%	36	-24%	u	6%	u	i	-18%	-6%
18	COc1ccc(O)c(C(=O)c2cc(C(=O)NCCc3ccccc3)c(=O)n(CCc3ccccc3)c2)c1	1%	-14	9%	1%	6%	3%	i	10%	-29%
19	CC(NC1=CC(=O)c2cccnc2C1=O)C(O)c1ccccc1 (configuration not stated)	12µM*	-100*	5µM*	6.5µM*	3.7µM*	18µM*	u	u	8.2µM*
20	Cc1ccc(C)c(-n2c(-c3ccncc3)n[nH]c2=S)c1	-9%	17	-2%	20%	0%	14%	i	-2%	13%
21	Cc1ccc(SCC(=O)Nc2ccc3oc(-c4cccc(Cl)c4)nc3c2)cc1	x	x	-17%	x	x	x	i	17%	-8%
22	COc1ccc(C(C)(NC(C)=O)c2nc(-c3ccc(F)c(Cl)c3)cs2)cc1 (configuration not stated)	x	-27	-24%	u	x	u	i	-26%	-3%
23	O=C(NC(c1ccc(-c2ccccc2)cc1)c1cnccn1)C1CCN(Cc2ccc(Cl)c(Cl)c2)CC1 (configuration not stated)	x	-21	-35%	-4%	x	-10%	u	0%	0%
24	COc1cc(NCCCCC(C)N)c2nccc(C)c2c1 (configuration not stated)	x	-12	-54%	u	x	u	u	x	5.2µM*
25	CCCCOC(=O)c1ccc(NC(=O)c2ccoc2C)cc1	-2%	-25	-26%	5%	u	3%	i	41%[activator]	1%
26	O=C(NNC(=O)C1[C@H]2CCCC[C@@H]12)c1ccc(=O)oc1 (some centres not stated)	2.3µM*	-13	7%	-2%	14%	12%	i	0%	-3%
27	Cc1ccc(C(C(=O)NCc2ccccc2)N(C(=O)c2csnn2)C2CC2)cc1 (configuration not stated)	1%	12	-2%	11%	u	5%	i	-1%	4%
28	CCCn1nnnc1NCc1cc(Br)ccc1OC	0%	2	-8%	3%	-1%	10%	i	-2%[11.3 µM]	5%
29	N/C(=N\N=C\c1cccc([N+](=O)[O-])c1)c1nonc1N	-7%	-18	17%	2%	-6%	-4%	i	20%	u
30	Cc1cc([N+](=O)[O-])ccc1NC(=O)C1CCCO1 (configuration not stated)	x	0	15%	13%	-1%	10%	i	0%	27%
31	O=C(Cn1c(=O)cnc2ccccc21)N1CCN(S(=O)(=O)c2ccc(F)cc2)CC1	0%	5	7%	2%	0%	-1%	i	14%	0%
32	Cc1ccccc1OCC(=O)NNC(=O)C1CCCCC1C(=O)O (configuration not stated)	-1%	1	24%	20%	-1%	13%	i	2%	17%
33	CCOc1cc(N2CCOCC2)c(OCC)cc1NCC(=O)N1CCN(Cc2ccccc2)CC1	-137%[inhibitor]	-1	-8%	-7%	24%	-5%	i	-5%	5%
34	O=C(c1cc(-c2cccc(O)c2)on1)N1CCCCCC1	-6%	-16	-11%	6%	9%	17%	i	31%	10%
35	O=C(CNc1cccc(C(F)(F)F)c1)N/N=C/C1CCCCC1	-9%	19	-31%	0%	2%	1%	i	-7%	-4%
36	O=C1/C(=C/c2ccc(O)cc2)COc2ccccc21	18µM*	-104*	-29%	u	u	u	i	30%[activator]	-11%
37	CC(=O)Nc1ccc2nc(NC(=O)COc3ccc(C)cc3)sc2c1	-5%	19	4%	9%	-4%	6%	i	20%	u
38	Cc1ccc2oc(-c3cccc(NC(=O)c4cccc5c(Br)cccc45)c3)nc2c1	x	x	-68%	x	x	x	u	9%	7%
39	C[C@H]1CN([C@@H](C)CO)C(=O)CCCn2nncc2CO[C@@H]1CN(C)Cc1cccc(O)c1	x	12	5%	-1%	x	14%	i	-5%	-2%
40	O=C(Nc1nccs1)c1ccc(N2CCOCC2)c([N+](=O)[O-])c1	2%	-27	15%	13%	9%	16%	i	58%[activator]	x
41	CC(=O)N1CCc2cc(NS(=O)(=O)c3cccs3)ccc21	1%	6	-2%	0%	3%	3%	i	-6%	0%
42	CN(C)/C=C1/C=C(C=O)OC1=O	2%	21	10%	-1%	3%	4%	i	-3%	13%
43	NC(=S)N/N=C\c1c(OCc2ccccc2Cl)ccc2ccccc12	27%	-19	-5%	-11%	6%	-12%	i	u	-28%
44	COc1ccccc1C(=O)NNC(=O)C(=O)Nc1ccc(C)c(Cl)c1	-5%	-9	-10%	-24%	-7%	-26%	i	-8%	7%
45	COc1ccc(S(=O)(=O)NCc2cccnc2)cc1NC(=O)c1ccccc1C	4%	11	-1%	3%	-19%	-3%	i	4%	-2%
46	O=[N+]([O-])c1ccccc1N/N=C/c1cccc(O)c1O	u	-13	-33%	u	1%	u	u	x	-28%
47	O=C(NCc1ccccc1)C1CCN(C(=O)NCc2ccccc2)CC1	-6%	4	-8%	-2%	5%	-1%	i	-11%	2%
48	CN(C(=O)c1cc2ccccc2oc1=O)C1(C)CCS(=O)(=O)C1 (configuration not stated)	-4%	-1	1%	6%	-15%	2%	i	-6%	1%
49	CCN(CCCNC(=O)C1CCC(=O)N1C(C)C)c1cccc(C)c1 (configuration not stated)	0%	2	6%	9%	-3%	12%	i	2%	6%
50	Cc1cc(C)n(CC(O)COc2ccc3ccccc3c2)n1 (configuration not stated)	-2%	-13	-1%	-7%	-6%	-4%	i	27%	-4%
51	O=C(Nc1ccc(C(F)(F)F)cc1)c1cc(S(=O)(=O)NCC2COc3ccccc3O2)ccc1F (configuration not stated)	u	x	18µM*	u	u	-22%	i	-17%	-18%
52	CCCn1cnc2c(=S)nc(N)[nH]c21	-9%	-18	-14%	13%	3%	3%	i	x	5%
53	COc1cc(OC)c(NC2=NCCCCC2)cc1Cl	2%	2	-7%	-1%	-2%	1%	i	0%	1%
54	CCOC(=O)[C@H]1[C@H]2COc3ccc(OC)cc3[C@@H]2N2C(=O)CN(Cc3ccc(C)cc3)C(=O)[C@@]12C	2%	-6	-4%	12%	24%	0%	i	3%	11%
55	Cc1cccc([C@@H]2[C@@H]3C(=O)N(Cc4ccccc4)C(=O)[C@@H]3[C@]3(Cc4ccc(Cl)cc4)C(=O)N(c4cccc(Cl)c4)C(=O)N23)c1	-1%	0	15%	-1%	-4%	-1%	i	11%	3%
56	CC1CCN(C(=O)c2ccc(NS(=O)(=O)c3ccc4[nH]c(=O)[nH]c4c3)cc2)CC1	-118%[inhibitor]	0	-6%	14%	-6%	16%	i	0%	21%

# Screening data: PubChem, National Center for Advancing Translational Sciences (NCATS)
